Screening results as filed in PubChem.
ATXN viability = Viability Counterscreen for Primary qHTS for Inhibitors of ATXN expression. 0.49% of 400,000 active. AID 651635, 2014. Potency, µM (highest dose often 56.7 µM), actives largely listed as cytotoxic. S2 cells (HEK-293 line with an ATXN2-luciferase reporter) viability, CellTiter-Fluor protease fluorescence, 24 h; note: potency is the fitted concentration of half-maximal effect; nearly all actives have a fitted effect of over 40% in size
A549 viability = Nrf2 qHTS screen for inhibitors: counterscreen for cytotoxicity | Potency, µM (series often up to 46 µM), without a hit: at the highest dose activity change, negative = cytotoxicity, hits mostly inhibitors | A549 ARE-Fluc cells, CellTiter-Fluor viability, 18-24 h | 0.16% of 390,000 active; note: potency is the fitted concentration of half-maximal effect; % is set by controls: 0 for no effect and ±100 for the full control effect
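A549 ARE_Fluc cells in 5% FBS OPTI-MEM were exposed to compounds in concentration-response for 18-24 h at 37 deg C. Viability was read by CellTiter-Fluor fluorescence (Ex 405/Em 525) after 30 min, before the luciferase read.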
Nrf2 inh = Nrf2 qHTS screen for inhibitors; A549 ARE-Fluc reporter, luciferase luminescence, 18-24 h; Potency, µM (highest dose often 46 µM), for inactives: top-dose activity change, negative = inhibition, actives largely listed as inhibitors; 2.1% of 360,000 active; AID 504444, 2011; note: potency is the fitted concentration of half-maximal effect; % is set by controls: 0 for no effect and ±100 for the full control effect; nearly all actives have a fitted effect of over 60% in size
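Two sequential reads on A549 ARE_Fluc cells exposed to compound for 18-24 h: a CellTiter-Fluor fluorescence read for viability, then a luciferase luminescence read for Nrf2/ARE activity.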
IL1B secr inh = qHTS for Inhibitors of Inflammasome Signaling: IL-1-beta AlphaLISA Primary Screen; activity change, % at 57.5 µM; THP-1 LPS/ATP IL-1B secretion, AlphaLISA, 16 h; hits give low values; 4.7% of 360,000 active; AID 743279, 2014; in the data active = activity change below about -50%; inconclusive = mostly about -30% to -49%; note: % is set by controls: 0 for no effect and ±100 for the full control effect
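Secreted IL-1B measured by AlphaLISA bead assay after 16 h compound exposure of THP-1 cells; compounds (final up to 57.5 uM) added 1 h before LPS (250 ng/mL) and ATP (1.25 mM) stimulation; lower signal means less secretion.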
MCF10A rereplic = A quantitative high throughput screen for small molecules that induce DNA re-replication in MCF 10a normal breast cells; MCF 10A DNA re-replication, Hoechst nuclear intensity, 48 h; Potency, µM (series often up to 46.1 µM), for inactives: at the highest dose activity, positive = re-replication, hits mostly activators; 2.9% of 350,000 active; note: potency is the fitted concentration of half-maximal effect; % of control where 0% means no effect; nearly all actives have a fitted effect of over 50% in size
ATXN2 expr inh = Primary qHTS for Inhibitors of ATXN expression | AID 1745845, 2022 | HEK-293 ATXN2-luciferase reporter, luminescence, 24 h | 0.72% of 360,000 active | Potency, µM (titrated, usually from 57 µM), for the others: top-dose activity change, negative = inhibition, usual class: inhibitors; note: potency is the fitted concentration of half-maximal effect; % is set by controls: 0 for no effect and ±100 for the full control effect; nearly all actives have a fitted effect of over 55% in size
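qHTS (up to 57 uM final) was run with 24 h compound exposure of reporter cells at 37 °C. Each well was multiplexed: SteadyGlo luminescence measured ATXN2-luciferase expression after a fluorogenic Gly-Phe-AFC viability readout (25 uM final).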
Nrf2 ARE act = qHTS of Nrf2 Activators. AREc32 ARE-luciferase reporter (MCF7-derived line), luminescence, 24 h. Potency, µM (titrated, usually from 46.1 µM), inactives show at the highest dose activation, actives largely listed as activators. 0.31% of 410,000 active. AID 624171, 2012; note: potency is the fitted concentration of half-maximal effect; % of control where 0% means no effect; nearly all actives have a fitted effect of over 65% in size
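ARE-driven firefly luciferase activity in AREc32 cells measured after a 24 hr compound exposure at 37 deg C, using Steady-Glo reagent and a 30 min room-temperature hold.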
TGFb inhibitor = qHTS for Inhibitors of TGF-b. HepG2 CAGA-GFP TGF-b/SMAD3 reporter, GFP fluorescence, 18 h; TGF-beta stimulated, 500 pg/mL final. Potency, µM (series often up to 46.1 µM), inactives show at the highest dose activity, negative = inhibition, actives largely listed as inhibitors. 1.2% of 410,000 active. AID 588855, 2011; note: potency is the fitted concentration of half-maximal effect; % is set by controls: 0 for no effect and ±100 for the full control effect; nearly all actives have a fitted effect of over 65% in size
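TGF-beta reporter screen: HEPG2 CAGA-GFP, 1% FBS, 500 pg/mL TGF-beta final, 18 h; per-cell GFP summed per well; curves fitted and categorized by class.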
HepG2 tox = qHTS for Inhibitors of TGF-b: Cytotox Counterscreen; HepG2 CAGA-GFP viability, ATP luminescence, 18 h; Potency, µM (series often up to 46.1 µM), inactives show at the top dose activity change, negative = cytotoxicity, actives largely listed as cytotoxic; 0.76% of 410,000 active; note: potency is the fitted concentration of half-maximal effect; some results filed as inactive show a strong effect at the top dose
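HepG2 CAGA-GFP cells (1000/well, DMEM with 1% FBS) received compound, then TGF-beta at 500 pg/mL final, and were incubated 18 hours at 37 degrees C. Viability was read by CellTiter-Glo luminescence. Media-only wells were set as complete cell-killing and DMSO as no toxicity.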
Active calls of the source: *; i = inactive; ? = inconclusive; . = not tested or not shown; & = joins results of further samples; [ ] = remark or other dose. Unless noted, calls come from the whole dose curve; as a rule, active = well fitted curve in the direction sought with a large enough effect; inconclusive = small, poorly fitted or top-dose-only effect, or another doubt; inactive = no such curve, though single readings can be large; an effect the other way counts as inactive or inconclusive.

Results follow in this order: ATXN viability | A549 viability | Nrf2 inh | IL1B secr inh | MCF10A rereplic | ATXN2 expr inh | Nrf2 ARE act | TGFb inhibitor | HepG2 tox
> C=C(C)C1CC=C(C)/C(=N/NC(=O)CNc2ccc(C)cc2C)C1 (stereo unspecified)
    i | 13% | 5% | -7 | 0% | -6% | -0.4% | -14% | -7%
> Cc1sc(N)nc1-c1ccccc1
    i | 0% | 3% | 14 | 1% | 15% | 1.9% | 3% | 4%
> CC(C)(O)C#Cc1ccc(C(=O)N2CCC(C(N)=O)(N3CCCCC3)CC2)o1
    i | 2% | 0% | 0 | -1% | 4% | -1.0% | -5% | -21%
> CCC(NS(=O)(=O)c1ccc(C)cc1)C(=O)O (stereo unspecified)
    i | -15% | . | -10 | -5% | 2% | -0.9% | -19% | 1%
> O=C(Nc1cc(Sc2ccccn2)cc([N+](=O)[O-])c1)c1ccc([N+](=O)[O-])cc1
    ? | ? | ? | -76* | ? | ? | 6.2% | ? | -33%
> Cc1cc(C)nc(SCC(=O)c2ccc(C)c(C)c2)n1
    i | 0% | ? | 2 | -1% | 3% | 4.8% | -18% | -2%
> CN(CCNC(=O)c1cn(C)c2ccc(S(=O)(=O)N(C)C)cc2c1=O)CCc1ccccc1
    i | 2% | -1% | -18 | 8% | -6% | -1.4% | 5% | 4%
> COc1cccc(C(=O)Nn2cnnc2)c1
    i | -11% | 0% | -5 | -15% | 0% | 0.3% | 5% | -1%
> O=C(COc1cccnc1[N+](=O)[O-])Nc1ccc2c(c1)OCO2
    i | 7% | -4% | 14 | 6% | . | 1.9% | 4% | 7%
> CC(=O)Nc1ccc(Nc2nc(C)c([N+](=O)[O-])c(Nc3ccccc3)n2)cc1
    ? | ? | 16µM* | -24 | -11% | ? | 3.1% | -10% | -11%
> Cn1nc(C(=O)N2CCN(c3ccccc3)CC2)c2c1-c1ccccc1SC2
    . | ? | ? | . | . | . | 0.1% | -1% | -26%
> COc1ccc(S(=O)(=O)N2CCC[C@H]2C(=O)NC2=NCCS2)cc1
    i | 2% | 2% | 22 | 1% | -4% | -0.2% | 7% | 1%
> CC(C)c1ccc(OCC(=O)NNC(=O)c2cnccn2)cc1
    i | 2% | -9% | . | -6% | ? | 2.3% | 4% | -10%
> Cc1cc(C)cc(CC(=O)N2CCC2(C)C(=O)NS(=O)(=O)c2ccccc2Cl)c1 (stereo unspecified)
    i | . | . | -7 | . | 10% | -0.1% | ? | 3%
> CN1CCN(c2ccc(NC(=O)c3cccc(S(=O)(=O)N4CCCC4)c3)cc2)CC1
    i | 1% | 5% | 11 | 1% | -9% | -0.4% | -18% | -18%
> CCOc1ccc(OCC(=O)NCCc2nc3ccccc3[nH]2)cc1
    i | 0% | 8% | -1 | -3% | 1% | 0.0% | 8% | 10%
> COc1ccccc1OCCNC(=O)c1ccc2c(c1)OCCO2
    i | 0% | ? | -3 | 0% | 3% | -0.1% | 10% | -1%
> CCC(C)NC(=O)C1CCC(=O)N(c2ccc3c(c2)OCO3)C1c1ccc(OC)cc1 (stereo unspecified)
    i | -2% | 10% | 24 | -6% | 5% | -0.2% | ? | -6%
> Cc1ccc(-n2[nH]c(C)c(C=Nc3ccc(Br)cn3)c2=O)cc1
    i | 23% | 21% | 21 | -1% | . | 0.5% | 1% | -21%
> CC1CCCCN1S(=O)(=O)Cc1ccccc1Cl (stereo unspecified)
    i | -4% | -3% | 9 | 12% | -9% | -0.1% | -9% | 1%
> NC(=O)c1c(NC(=O)CN2CCOCC2)sc2c1CCC2
    i | -2% | . | -12 | -2% | -4% | -0.1% | 13% | -7%
> N#Cc1ccc(OCC(O)CS(=O)(=O)c2ccc(F)cc2)cc1 (stereo unspecified)
    . | -5% | 7% | 32 | -5% | -18% | -0.4% | 0% | 8%
> CCCCCCC(=O)Nc1nnc(CC)s1
    i | -1% | -16% | 58 | -1% | 12% | 0.5% | 2% | -32%
> Cc1ccc(NC(=O)CN(C)C(=O)COC(=O)CNS(=O)(=O)c2ccc(F)c(F)c2F)cc1
    i | -16% | 4% | -4 | 3% | -3% | 3.2% | -5% | -14%
> COC(=O)CN(c1ccccc1[N+](=O)[O-])S(=O)(=O)c1ccccc1
    i | -3% | -2% | 15 | 3% | -17% | -0.3% | 13% | 8%
> CNc1ncnc2c1ncn2[C@H]1CN(Cc2cccnc2)C[C@@H](CO)O1
    i | . | . | 0 | . | 9% | -0.2%[9.22 µM] | 44%[activator] | 25%
> CCOc1cccc(C(=O)N(Cc2ccco2)C2CCS(=O)(=O)C2)c1 (stereo unspecified)
    ? | -3% | 10% | 0 | 1% | 3% | -0.5% | 0% | -24%
> Cc1ccc(-n2ncc(C(=O)NC3CC3)c2C2CCN(C(=O)OC(C)(C)C)CC2)c(C)c1
    i | 3% | ? | 3 | 2% | -12% | -0.6% | 4% | 7%
> CNCc1ccccc1Sc1cccc(O)c1
    i | 22% | 4% | ? | 9% | -16% | -0.2% | 12% | -6%
> Cc1ccc(NC(=O)c2ccc3snnc3c2)cc1C
    i | -2%&6% | ? | -18 | 0% | 37%[activator] | -0.9%&0.9% | 16%&31% | 0%&-10%

Printed as active in IL1B secr inh, among the entries above:
Molecule,IL1B secr inh,Nrf2 ARE act,TGFb inhibitor
O=C(Nc1cc(Sc2ccccn2)cc([N+](=O)[O-])c1)c1ccc([N+](=O)[O-])cc1,-76*,6.2%,?

The listing continues:
Results follow in this order: ATXN viability | A549 viability | Nrf2 inh | IL1B secr inh | MCF10A rereplic | ATXN2 expr inh | Nrf2 ARE act | TGFb inhibitor | HepG2 tox
> COc1ccc(/C=N/N2C(=O)CN(C(=O)c3ccccc3)C2c2ccc(OC)cc2)cc1 (stereo unspecified)
    i | 0% | -29% | 0 | -2% | -20% | 1.8% | 23% | 23%
> Cc1cc(-c2cc(-c3ccc(Cl)cc3)on2)nc(NC2CCCC2)n1
    i | 16% | -1% | 27 | ? | -8% | 0.2% | -14% | 3%
> Cc1ccccc1CSCCNC(=O)CN(c1ccccc1)S(=O)(=O)N(C)C
    i | 1% | -13% | . | . | -4% | -0.9% | 28% | -19%
> Cn1ncc2c(NCc3ccccc3Cl)nc(NCCO)nc21
    i | 5% | . | . | . | 1% | 0.7% | 3% | 1%
> COc1ccc(OCC(=O)Nc2cc(OC)ccc2N2CCCCC2)cc1
    i | 6% | ? | -11 | ? | -7% | 0.0% | 2% | 4%
> CCOC(=O)Cc1csc2nc3sc(C)c(C)c3c(=O)n12
    i | -1% | -9% | -14 | 1% | -5% | 0.3% | ? | -9%
> COc1cccc(=O)c2c(C)oc(C)c12
    i | 5% | 13% | -10 | 0% | -2% | 0.0% | 13% | 9%
> COc1ccc(C)cc1NC(=O)Cn1c(=O)n(Cc2nc(C)no2)c(=O)c2ccccc21
    . | 6% | ? | . | . | . | 1.0% | -11% | -10%
> O=C(Oc1c(CN2CCOCC2)cc(Cl)c2cccnc12)c1ccccc1
    11µM* | -19% | ? | ? | ? | 8.9µM* | 29%[9.22 µM] | 2.8µM* | 2.8µM*
> O=C(CP(=O)(c1ccccc1)c1ccccc1)N1CCOCC1
    i | -6% | -3% | 12 | -21% | 4% | -0.5% | -1% | -4%
> Cc1cc2cc(CCNC(=O)C(=O)c3c[nH]c4ccccc34)c(=O)[nH]c2cc1C
    ? | 0% | ? | -56* | ? | -36% | 4.7% | ? | -20%
> Cc1cc(C)c2nc(N)sc2c1
    i | -4% | 26% | -12 | 0% | 16% | 2.0% | 19% | -15%
> NC(=O)c1ccc(=O)n(Cc2ccc(F)c(F)c2)c1
    i | 1% | -3% | -5 | -14% | -15% | 0.3% | -2% | 9%
> O=C(COc1ccc(Cl)cc1)NCc1ccncc1
    i | 1% | 15% | 6 | 0% | -4% | 0.3% | 0% | 2%
> Cc1cc(N2CCC(C)CC2)nc(-c2ccccc2O)n1
    i | 3% | -18% | 3 | 21% | 7% | 3.7% | -28% | -12%
> CCOC(=O)c1ccc(Nc2nc3ccccc3nc2NS(=O)(=O)c2ccc(Cl)cc2)cc1
    i | 2% | 5% | . | . | -10% | -2.0% | 156%[activator] | -41%
> COc1ccc(NCc2nnc(SCC(=O)NCc3ccccc3)n2-c2ccccc2OC)cc1
    i | 0% | -12% | 7 | 0% | 0% | 0.8% | -21% | 15%
> CCCCN(C(=O)CSCC(=O)Nc1ccc(C)cc1)c1c(N)n(CCCC)c(=O)[nH]c1=O
    i | 2% | 1% | 18 | -1% | 8% | -0.2% | ? | 2%
> COc1cccc(-c2nc3ccc(C(=O)NC(C)Cc4cccnc4)cc3o2)c1 (stereo unspecified)
    ? | 3% | ? | ? | 26% | -28% | 3.6% | 3% | 0%
> CSc1ccccc1OCc1cc(C(=O)NC(C)Cn2cncn2)no1 (stereo unspecified)
    i | 2% | 0% | 4 | -3% | 20% | -0.3% | -1% | 3%
> COc1ccc(C(CNC(=O)c2cccc(S(=O)(=O)NCc3ccccc3)c2)N(C)C)cc1 (stereo unspecified)
    i | -1% | 10% | -16 | -9% | 23% | 3.5% | 15% | -17%
> CCN(C[C@H]1N[C@@](C)(C(=O)OC)[C@H]2C(=O)N(C)C(=O)[C@@H]12)C(C)=O
    i | 2% | 7% | 13 | 10% | 4% | -0.7% | 20% | 8%
> COc1ccc(OC)c(CCNC(=O)Cn2nc(C)c3c(C)n(-c4ccc(C)cc4)nc3c2=O)c1
    i | -15% | 10µM* | -67* | -2% | -34% | 2.5% | ? | -18%
> CC(C)c1onc(C(=O)N2CCN(Cc3ccccc3)CC2)c1[N+](=O)[O-]
    i | 0% | -6% | -11 | 9% | 6% | 5.6% | 0% | -21%
> C[C@@]12C(=O)N(CCO)CC(=O)N1[C@H](/C=C/c1ccccc1)[C@@H]1C(=O)N(c3ccccc3)C(=O)[C@@H]12
    i | 0% | 1% | 0 | 17% | -3% | -0.2% | -26% | -1%
> COc1cc2c(C#CCCCO)c(-c3ccc(C#N)cc3)oc(=O)c2cc1OC
    . | -3% | -6% | 7 | 6.5µM* | -5% | 4.1% | 1% | -19%
